bCat nuc transl = beta-catenin nuclear translocation modulation. 190,000 tested, 0.3% active. HeLa beta-catenin nuclear translocation, immunofluorescence imaging. nuclear translocation activity, % at 5 µM. AID 1665;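 active = nuclear translocation activity above 50% at 5 µM, with a well cell count of 50 or more; inconclusive = wells under 50 cells across six images, flagged as toxic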;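 note: per-cell ratio of nuclear to cytoplasmic median beta-catenin stain intensity; plate controls were DMSO negative control for no effect and GSK-3 inhibitor IX positive control for full effect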
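Signal – beta-catenin immunofluorescence imaging with DAPI · Test system – human HeLa cell line · Dosing – 5 µM primary single dose, 0.1% DMSO, 0.02–20 µM confirmation series · Measure – % activation, nuclear-to-cytoplasmic median beta-catenin signal ratio per cell · Incubation – 24 h compound exposure at 37°C, 5% CO2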
West Nile antiviral = West Nile virus antiviral activity, cell-based, CPE readout (AID 1621) | West Nile virus-infected cells, CPE inhibition; higher % means a stronger effect | CPE inhibition, % at 10 µM, or IC50 in µM where a hit was titrated | 290,000 tested, 0.02% active; in the data active = a potency from the dose series; inconclusive = CPE inhibition mostly from about 3.7% at the one dose, without a potency; inactive = the rest, 99 in 100 with CPE inhibition below about 2.2%; note: strong numbers were not always called active
T cell modulator = modulates CD8 T cell binding to vesicles. calls only at 7 µM. 330,000 tested, 0.068% active. AID 2052. 2C CD8+ T cell-vesicle binding, flow cytometry; stronger effect = lower value;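 active = response, share of CD8 T cells binding vesicles, and their 90th percentile fluorescence all below set limits, cut at about 80% in these data, passing the limit was not always enough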
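Material: 2C TCR transgenic mouse naive CD8+ T cells, MACS-purified. Also added: QL9-charged Drosophila Ld/ICAM-1/B7-1 vesicles. Timing: binding 1.5 h at 37 °C. Measured by: high-throughput flow cytometry with anti-B7-1 and anti-CD8 staining. Read-out: percent CD8+ FL2 mean versus row control. Controls: Unloaded micro-vesicles (low), QL9 vesicles with 0.7% DMSO (high).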
MgcRacGAP inhibition = MgcRacGAP GTPase-activating activity inhibitors, confirmation, biochemical, ADP Hunter fluorescence; MgcRacGAP-stimulated Rac1 GTP hydrolysis, ADP Hunter fluorescence; higher % means a stronger effect; GST-tagged Rac1 F28L mutant substrate; one-dose inhibition, % at 30 µM; IC50 in µM for titrated hits; 340,000 tested, 0.6% active; AID 624330;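 active = first-screen hits whose inhibition reached a set limit at any dose in the follow-up dose series; inconclusive = inhibition above the set first-screen limit but never retested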;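 note: fluorescence reports GDP produced by GAP-driven GTP hydrolysis; strong numbers were not always called active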
RSV antiviral HEp-2 = inhibition of RSV-induced cytopathic effect – HEp-2 cells, primary 10 µM value included (AID 2391); HEp-2 cells, RSV-induced CPE inhibition; higher % means a stronger effect; one-dose CPE inhibition, % at 10 µM; IC50 in µM for titrated hits; 310,000 tested, 0.13% active; in the data active = a potency from the dose series; inconclusive = CPE inhibition mostly from about 23% at the one dose, without a potency; inactive = the rest, 99 in 100 with CPE inhibition below about 21%; note: strong numbers were not always called active
WT yeast gro inh = growth inhibition of WT yeast, mitochondrial fusion screen; mitochondrial fusion phenotypic screen, WT strain; inhibition, % at 10 µM; 190,000 tested, 2.1% active; AID 1362; in the data active = inhibition above about 58%; tested in S. cerevisiae
SV40 large T antigen = TAg ATPase/helicase activity blockers – biochemical (AID 1903); SV40 large T antigen ATPase/helicase inhibition assay; higher % means a stronger effect; inhibition, % at 20 µM, or IC50 in µM where a hit was titrated; 310,000 tested, 0.39% active; in the data active = a potency from the dose series; inconclusive = inhibition mostly from about 32% at the one dose, without a potency; inactive = the rest, 99 in 100 with inhibition below about 32%; note: strong numbers were not always called active
PhoP inhibition = inhibitors of PhoP regulon expression, primary screen, Salmonella Typhimurium, GFP reporter (AID 1863) | S. Typhimurium PhoP-regulated promoter GFP reporter, 4 h; higher % means a stronger effect | one-dose inhibition, % at 50 µM; IC50 in µM for titrated hits | 300,000 tested, 0.16% active;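 active = inhibition over 29.93%, a cutoff 3 SD above the screen mean, later confirmed by dose response; inconclusive = inhibition over 29.93% but no dose response follow-up; inactive = inhibition at most 29.93% or unconfirmed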;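 note: 0% = low Mg2+ inducing control and 100% = high Mg2+ repressing control; strong numbers were not always called active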
Myeloid diff MLP = myeloid differentiation induction | ER-HoxA9 myeloid progenitors, lysozyme-GFP differentiation, flow cytometry | calls only at 10 µM | 360,000 tested, 1% active;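 active = normalized GFP-positive differentiation at or above the plate's own cutoff, the solvent-only control mean plus 3 SD; inconclusive = no clear call, values can overlap the other calls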;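 note: cells exposed to compound for four days before flow analysis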
WT yeast gro inh mutant strain = further read-out of WT yeast gro inh, marked with its call; inhibition, %; mitochondrial fusion phenotypic screen, mutant strain inhibition
bCat nuc transl cell count 5 µM = also measured in bCat nuc transl; calls as there; cell count; measured here: cell count, cytotoxicity flag
T cell modulator vesicle-bound % = second read-out of T cell modulator, no call of its own (marks repeat the call); double positive events, %; measured here: CD8+ vesicle-bound cell fraction;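 binding gate set so that unloaded-vesicle control wells show 10% double positive cells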
Myeloid diff MLP GFP+ MAC1+ % = also measured in Myeloid diff MLP; calls as there; GFP+ MAC1+ double positive, %; measured here: differentiation confirmed by MAC1 staining
An asterisk follows results filed as active; i = inactive; ? = inconclusive; / = not tested or not shown. Rows were taken by chance, and some 3.6% of all compounds hit somewhere here.

SMILES	bCat nuc transl	bCat nuc transl cell count 5 µM	West Nile antiviral	T cell modulator	T cell modulator vesicle-bound %	MgcRacGAP inhibition	RSV antiviral HEp-2	WT yeast gro inh	WT yeast gro inh mutant strain	SV40 large T antigen	PhoP inhibition	Myeloid diff MLP	Myeloid diff MLP GFP+ MAC1+ %
COc1ccc(NC(=O)Cn2c(=O)oc3cc(S(=O)(=O)N4CCCC4)ccc32)c(OC)c1	/	/	-0.3%	i	36	10%	0.1%	/	/	/	/	i	2.5
COc1ccc(/C=N/NC(=O)CN(C)C(=O)OCc2ccccc2)cc1OC	/	/	0.4%	i	16	7%	1.9%	/	/	3%	6%	i	5.9
COc1ccc(S(=O)(=O)Nc2ccccc2C(=O)OC2CCCN(C)C2)cc1OC (centres undefined)	-3.6	1158	0.2%	i	36	-1%	0.3%	-3	-27	-1%	8%	i	0.0
COc1ccc(/C=C(/NC(=O)c2ccc(Br)cc2)C(=O)N2CCOCC2)cc1	/	/	-1.1%	i	41	7%	1.0%	/	/	18%	12%	i	0.7
COc1ccccc1CNC(=O)COC(=O)c1ccc(NC(N)=O)cc1	-4.8	983	-0.1%	i	50	6%	0.5%	1	0	13%	15%	i	0.9
CC12CC(NC(=O)N1CCc1ccccc1)c1ccccc1O2 (centres undefined)	2.8	1371	-0.7%	i	14	6%	2.6%	11	-5	3%	11%	i	0.5
CNc1ccc(Br)cc(C(=O)/C=C/c2cc(OC)ccc2OC)c1=O	-0.6	1047	0.3%	i	8	19%	-2.5%	-8	-11	34%	4%	i	0.5
CCN(CC)S(=O)(=O)c1ccc(NC(=O)CCNC(=O)c2ccco2)cc1	/	/	-0.7%	i	23	4%	2.8%	/	/	7%	0%	i	0.8
CCCCc1nc2cc(C(=O)N(C)C3CCOCC3)ccc2o1	/	/	-0.4%	i	11	6%	0.5%	/	/	4%	1%	i	6.5
COc1cc(NC(=O)CCn2c(=O)[nH]c3ccsc3c2=O)cc(OC)c1	0.4	993	-0.2%	i	6	0%	0.2%	4	-6	7%	-6%	i	6.2
CCn1nnc(NC(=O)COc2ccc([N+](=O)[O-])cc2)n1	0.3	1315	0.5%	i	28	9%	1.2%	/	/	7%	-5%	i	0.1
CCCC(=O)N(c1ccccc1)C1C=CS(=O)(=O)C1 (centres undefined)	0.2	1058	0.6%	i	56	-15%	1.7%	7	-2	-14%	8%	i	0.5
CN(C)S(=O)(=O)c1cccc(NC(=O)Cc2ccc(Cl)cc2)c1	/	/	-0.8%	i	33	-2%	10%	11	11	7%	0%	i	0.4
O=C(N/N=C/c1cc2c(cc1Cl)OCO2)c1ccc2c(c1)OCCO2	0.5	1318	0.3%	i	34	5%	4.8%	/	/	3%	-11%	i	0.1
COC(=O)c1ccc(C(=O)N(CCN(C)C)c2nc3c(Cl)cccc3s2)cc1	0.2	1146	0.1%	i	54	16%	-1.0%	-2	10	17%	-9%	i	0.4
OCCNCc1cc(Br)ccc1OCc1ccccc1Cl	-3.9	1151	?	i	31	11%	15%	-3	6	1%	3%	i	1.3
Nc1cccc2cnccc12	-2.9	1347	0.6%	i	19	1%	1.5%	4	-7	3%	13%	i	1.3
Cc1ccc2oc(C(=O)N(C)Cc3ccc(C)o3)c(C)c2c1	/	/	-0.6%	i	12	-2%	1.3%	/	/	37%	-8%	i	0.0
CCC(C)(C)n1nnnc1C(c1ccccc1)N1CCc2ccccc2C1 (centres undefined)	-1.9	1207	0.6%	i	8	11%	8.6%	13	-18	16%	9%	i	0.8
CC1(C)CC2CC(C)(CN2C(=O)COC(=O)c2cccc(O)c2)C1 (centres undefined)	/	/	/	i	23	6%	-0.3%	/	/	/	/	i	1.9
O=C(Cn1cccc1C(=O)c1ccccc1)NCc1cccs1	/	/	0.0%	i	33	8%	0.9%	-5	-2	3%	-1%	i	3.7
O=c1c2ccccc2nnn1CSc1nnc(-c2cccs2)n1Cc1ccccc1	2.4	995	-1.3%	i	27	4%	?	-4	-3	4%	3%	i	0.4
Cc1cc(C)cc(NC(=O)Cn2cc(C=O)c3ccccc32)c1	/	/	0.3%	i	46	0%	13%	/	/	-2%	-9%	i	0.9
CCOC(=O)CSc1nnc(Cc2cc(=O)[nH]c(=O)[nH]2)n1-c1cccc(OC)c1	-2.2	1364	0.4%	i	16	-6%	0.1%	-14	-16	18%	6%	i	1.1
COc1ccc(OC)c(NC(=O)Cn2cc(C#N)c3ccccc32)c1	1.3	1131	-1.2%	i	10	9%	0.0%	-6	-14	0%	1%	i	2.3
Cc1ccc(C(=O)COC(=O)CCC(=O)NC2CCCCC2)cc1[N+](=O)[O-]	-4.9	1100	0.6%	i	60	4%	0.3%	-7	-15	8%	-8%	i	0.6
CC1(C)CNC(=O)c2sc(NC(=O)c3ccccc3)nc2C1	0.2	1083	-0.3%	i	29	12%	2.4%	2	-12	4%	6%	i	0.7
COc1ccc([N+](=O)[O-])cc1NS(=O)(=O)c1ccc(C)cc1	-0.6	1355	0.4%	i	58	2%	2.8%	/	/	19%	-3%	i	0.4
COc1ccc(CNCCNC(=O)c2cccs2)cc1OC	-3.6	1138	0.1%	i	32	?	2.0%	-20	7	14%	1%	i	0.3
CCO[C@@H]1OC(C(=O)O)=C[C@H](c2ccc(C(F)(F)F)cc2)[C@H]1CCCO	-3.6	1170	0.0%	i	29	-6%	0.1%	-9	-5	-1%	-1%	i	0.8
C=CCN1C(=O)C(Cc2cccc(Cl)c2)SC1=Nc1ccc(C(=O)O)cc1 (centres undefined)	-1.5	1077	1.1%	i	34	9%	1.6%	-4	4	5%	5%	i	0.1
CN(c1ccc(C(=O)NCCSCc2ccco2)cc1)S(C)(=O)=O	/	/	0.1%	i	41	2%	0.9%	-17	-24	2%	3%	i	0.9
CCCCOC(=O)c1ccc(NC(=O)C(=O)NCc2ccccn2)cc1	1.6	1286	-0.3%	i	11	6%	-0.2%	/	/	-7%	-9%	i	0.5
COC(=O)c1sccc1NC(=O)COc1cccc(C)c1	-0.3	1366	-0.2%	i	10	9%	2.1%	/	/	12%	-5%	i	0.3
O=[N+]([O-])/C=C/c1cn(Cc2ccc(Cl)cc2)c2ccccc12	-1.3	1092	-1.1%	i	47	5%	12%	72	81	7%	-6%	i	0.6
O=C(c1ccco1)N1CCN(S(=O)(=O)c2c(Cl)cccc2Cl)CC1	/	/	-0.8%	i	35	-1%	1.4%	/	/	26%	-1%	i	0.7
COCCn1c(SCC(=O)Nc2ccc(OC)c(S(N)(=O)=O)c2)nc2ccccc21	0.4	1282	-0.8%	i	33	6%	2.1%	/	/	3%	-10%	i	0.4
O=C(CSc1nc(=O)n(CCCN2CCOCC2)c2c1CCC2)Nc1ccc([N+](=O)[O-])cc1	/	/	/	i	17	-1%	-0.6%	/	/	12%	4%	i	0.2
COc1ccc(N(CC(=O)N2CCN(Cc3ccccc3)CC2)S(C)(=O)=O)cc1OC	/	/	-1.8%	i	48	8%	0.7%	/	/	3%	1%	i	0.9
COc1ccc(-c2nn(-c3ccccc3)cc2CN(C)CCn2ccnc2C)c(F)c1	0.9	1354	-1.1%	i	15	5%	2.7%	/	/	14%	-9%	i	0.7
CSc1nc(NCc2ccco2)c2ccccc2n1	/	/	0.4%	i	29	3%	3.2%	13	24	0%	1%	i	1.5
CCCc1nc(NCc2ccncc2)c2nnn(Cc3ccccc3F)c2n1	/	/	-0.6%	i	41	11%	3.2%	18	15	11%	1%	i	0.8
CCn1nc(C)c(C2C(C#N)=C(N)Oc3n[nH]c(C)c32)c1C (centres undefined)	-3.2	579	-0.1%	i	33	2%	1.5%	-2	-8	24%	4%	i	1.0
CCOc1ccccc1-n1c(SCC(=O)N(C(C)C)C(C)C)nnc1-c1cccnc1	-6.7	1238	-0.3%	i	33	1%	0.4%	-9	2	2%	-5%	i	2.5
COC(=O)CCCC1=CC2=CC(=O)C(C)(OC(=O)c3cccs3)C(=O)C2=CN1CC1CC1 (centres undefined)	-0.6	929	0.3%	i	21	11%	-0.1%	/	/	10%	2%	i	2.2
O=C(Nc1ccccc1)Nc1ccc(Oc2ncnc3cc(Cl)ccc23)nc1	1.0	1286	-0.2%	i	16	/	0.5%	/	/	3%	-8%	/	/
CCCn1c(=O)c(C(=O)NNS(=O)(=O)c2ccc(NC(=O)OC)cc2)c(O)c2ccccc21	/	/	0.0%	i	12	6%	16%	/	/	5%	0%	i	1.4
CCOc1ccc(Br)cc1S(=O)(=O)Nc1ccc(C(=O)OCC(=O)Nc2ccc(C#N)cc2)cc1	0.4	1568	1.5%	i	21	2%	2.9%	-15	-5	10%	-5%	i	0.4
O=C(O)Cn1nnnc1-c1ccc(F)cc1	/	/	-0.3%	i	32	8%	0.2%	-4	1	-8%	2%	i	0.8
O=S(=O)(c1ccc(Br)cc1)N1CCN=C1SCc1cccc(F)c1	/	/	-0.6%	i	8	1%	1.1%	/	/	10%	-2%	i	1.4
Cc1cccc2nc(-c3cccc(NC(=O)c4ccc(Cl)cc4)c3)cn12	6.0	544	/	i	25	-3%	6.9%	34	-20	11%	14%	i	4.9
Cc1nc2c(-c3ccc(F)cc3)c(C)[nH]n2c(=O)c1Cl	/	/	0.8%	i	55	1%	1.8%	/	/	13%	-1%	i	1.1
